From PubChem BioAssay
pPAFAH inh: pPAFAH (human) enzyme inhibition; recombinant pPAFAH, FP-rhodamine probe fluorescence polarization; Q13093; 330,000 compounds, 1.5% hits; inhibition, % at 3.39 µM;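 active = inhibition above the mean inhibition across the screen plus 3 SD, cut at about 25% in these data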;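 note: inhibitors block binding of the rhodamine activity-based probe so polarization drops; 0% = enzyme with DMSO and 100% = wells lacking pPAFAH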
LYPLA1 inh: counter-screen for PME1 inhibitors: inhibitors of human LYPLA1. O75608. recombinant LYPLA1, FP-Rh probe fluorescence polarization. inhibition, % at 5.9 µM. 320,000 compounds, 0.16% hits;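 active = inhibition above the mean of all tested compounds plus 3 SD, set per campaign, cut at about 14% in these data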;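 note: inhibitors block serine hydrolase probe labeling of LYPLA1 so polarization falls; 0% = enzyme with DMSO and 100% = wells lacking LYPLA1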
PAFAH1B2 inh: blocks human PAF acetylhydrolase 1b catalytic subunit 2. inhibition, % at 3.39 µM. P68402. recombinant PAFAH1B2, FP-rhodamine activity probe, fluorescence polarization. AID 492953. 340,000 compounds, 1.2% hits;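 active = inhibition above the mean of all tested compounds plus 3 SD, cut at about 24% in these data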;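 note: 0% = enzyme with DMSO and 100% = wells lacking PAFAH1B2; many of its hits are not listed in these tables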
Target sequence (P68402 whole entry, looked up): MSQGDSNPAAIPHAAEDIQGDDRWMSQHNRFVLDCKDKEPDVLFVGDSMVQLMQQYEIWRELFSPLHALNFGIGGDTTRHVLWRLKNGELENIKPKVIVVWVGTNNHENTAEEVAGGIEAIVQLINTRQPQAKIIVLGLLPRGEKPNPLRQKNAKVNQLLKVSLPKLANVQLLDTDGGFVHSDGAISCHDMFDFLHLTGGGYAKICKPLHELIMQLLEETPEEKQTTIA
GSTO1 inh: counter-screen for RBBP9 inhibitors: inhibitors of human GSTO1. AID 1974. inhibition, % at 5.96 µM. P78417. 300,000 compounds, 1.1% hits. recombinant GSTO1, activity-based probe fluorescence polarization;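 active = inhibition above the campaign mean inhibition plus 3 SD, cut at about 35% in these data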;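 note: 0% = GSTO1-1 with DMSO and 100% = wells lacking GSTO1-1 enzyme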
PAD4 FP inh: PAD4 (human) enzyme inhibition; inhibition, % at 6.36 µM; recombinant PAD4, RCA probe fluorescence polarization; 330,000 compounds, 0.41% hits;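 active = percent inhibition above a cutoff equal to the mean of all tested compounds plus 3 SD, cut at about 15% in these data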;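 note: 0% = PAD4 with RCA probe and DMSO and 100% = probe without PAD4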
PME-1 primary: PME-1 (human) inhibition. AID 2130. inhibition, % at 5.9 µM. recombinant PME-1, FP-Rh probe fluorescence polarization. 320,000 compounds, 0.53% hits;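 active = inhibition above the campaign mean of all compounds plus 3 SD, cut at about 26% in these data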;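 note: competitive labeling of PME-1 active site by serine hydrolase directed probe; 0% = PME-1 with DMSO and 100% = wells lacking PME-1 enzyme; inhibitors block probe labeling so polarization falls and inhibition rises; many of its hits are not listed in these tables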
Target sequence (Q9Y570 whole entry, looked up): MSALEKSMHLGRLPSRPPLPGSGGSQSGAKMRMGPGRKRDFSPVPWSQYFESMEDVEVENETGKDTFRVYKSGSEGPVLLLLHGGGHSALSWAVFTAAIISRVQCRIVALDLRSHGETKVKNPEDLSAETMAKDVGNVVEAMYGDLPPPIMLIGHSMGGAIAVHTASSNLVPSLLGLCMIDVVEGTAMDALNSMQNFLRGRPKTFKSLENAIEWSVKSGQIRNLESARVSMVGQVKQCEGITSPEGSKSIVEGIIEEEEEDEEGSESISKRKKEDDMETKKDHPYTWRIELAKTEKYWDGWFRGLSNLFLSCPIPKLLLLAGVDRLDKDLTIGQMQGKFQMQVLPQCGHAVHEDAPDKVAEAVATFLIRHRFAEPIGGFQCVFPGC
LYPLA2 inh: counter-screen for PME1 inhibitors: inhibitors of human LYPLA2; AID 2177; 320,000 compounds, 0.38% hits; recombinant LYPLA2, FP-Rh probe fluorescence polarization; O95372; inhibition, % at 5.9 µM;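 active = inhibition above the screen-wide mean plus 3 SD, limit set per campaign, cut at about 26% in these data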;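 note: 0% = LYPLA2 with DMSO and 100% = wells lacking LYPLA2 enzyme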
Target sequence (O95372 whole entry, looked up): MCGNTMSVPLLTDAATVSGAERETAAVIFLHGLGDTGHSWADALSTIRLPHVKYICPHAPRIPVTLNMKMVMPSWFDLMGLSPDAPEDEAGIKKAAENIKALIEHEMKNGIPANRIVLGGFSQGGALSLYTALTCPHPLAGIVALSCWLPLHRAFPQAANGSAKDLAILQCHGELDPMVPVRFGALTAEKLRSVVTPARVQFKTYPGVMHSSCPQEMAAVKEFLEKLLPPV
PAFAH1B3 FP inh: PAFAH1B3 (human) inhibition; Q15102; 340,000 compounds, 0.28% hits; inhibition, % at 3.39 µM; recombinant PAFAH1B3, FP-rhodamine probe, fluorescence polarization;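 active = inhibition above the screen-wide average of all tested compounds plus 3 SD, cut at about 25% in these data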;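 note: 0% = enzyme with DMSO only and 100% = wells lacking PAFAH1B3 protein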
Target sequence (Q15102 whole entry, looked up): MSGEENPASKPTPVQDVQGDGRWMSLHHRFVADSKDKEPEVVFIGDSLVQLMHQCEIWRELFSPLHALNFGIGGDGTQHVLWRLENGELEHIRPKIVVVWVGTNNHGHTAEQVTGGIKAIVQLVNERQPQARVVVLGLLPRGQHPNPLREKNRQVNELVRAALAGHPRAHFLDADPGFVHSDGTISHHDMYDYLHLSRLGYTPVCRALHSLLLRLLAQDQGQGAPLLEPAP
PAFAH2 FP inh: PAFAH2 (human) inhibition. Q99487. recombinant PAFAH2, FP-rhodamine activity probe, fluorescence polarization. inhibition, % at 3.39 µM. 340,000 compounds, 0.99% hits. AID 492956;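 active = inhibition above the mean over all tested compounds plus 3 SD, cut at about 30% in these data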;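 note: inhibitors block probe labeling of enzyme so polarization drops; 0% = enzyme with DMSO and 100% = wells lacking PAFAH2 protein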
The depositor's hits bear a star; . = no result given; & = joins results of further samples. A portion of the library. The share of hits here may be higher or lower than overall.

A first look (three entries):
SMILES | pPAFAH inh | LYPLA1 inh | PAFAH1B2 inh | GSTO1 inh | PAD4 FP inh | PME-1 primary | LYPLA2 inh | PAFAH1B3 FP inh | PAFAH2 FP inh
CC(C)C(=O)Nc1cccc(-c2cn3ccsc3n2)c1 | 4 | 0 | 1 | -6 | -1 | -12 | 9 | 6 | -2
CN(C)CCCNC(=O)CCC1CCCCC1 | 5 | -3 | 5 | 2 | 0 | 8 | -1 | 6 | 1
NS(=O)(=O)c1ccc(CCNC(=S)NC2CCCC2)cc1 | 1 | 3 | -2 | 2 | -2 | -5 | 8 | 4 | -1

The whole of this part, from the first entry:
SMILES | pPAFAH inh | LYPLA1 inh | PAFAH1B2 inh | GSTO1 inh | PAD4 FP inh | PME-1 primary | LYPLA2 inh | PAFAH1B3 FP inh | PAFAH2 FP inh
CC(C)C(=O)Nc1cccc(-c2cn3ccsc3n2)c1 | 4 | 0 | 1 | -6 | -1 | -12 | 9 | 6 | -2
CN(C)CCCNC(=O)CCC1CCCCC1 | 5 | -3 | 5 | 2 | 0 | 8 | -1 | 6 | 1
NS(=O)(=O)c1ccc(CCNC(=S)NC2CCCC2)cc1 | 1 | 3 | -2 | 2 | -2 | -5 | 8 | 4 | -1
Clc1ccc(CSc2nnc3c(n2)[nH]c2ccccc23)cc1 | 8 | -2 | 4 | -2 | -2 | -2 | 0 | 0 | -13
O=C(/C=C/c1cccs1)NC(=S)NNC(=O)c1ccccc1O | 13 | -2 | 9 | -23 | -7 | -19 | -1 | 15 | 25
CC(=O)NCC1CCCN(Cc2cn(-c3ccccc3)nc2-c2ccc3c(c2)OCO3)C1 (configuration not stated) | 3 | 4 | 4 | 0 | 7 | 1 | 9 | -2 | 3
NC(=O)CCn1c(=O)oc2ccccc21 | 4 | 2 | 3 | 11 | 0 | 5 | 3 | 3 | -7
CCN(C(=O)CSc1nnc(Nc2ccccc2)s1)C1CCS(=O)(=O)C1 (configuration not stated) | 5 | 0 | 5 | 8 | -4 | -2 | 2 | 7 | 0
Cc1ccc2c(C(=O)CN3CCN(C4CCCCC4)CC3)c(C)[nH]c2c1 | 1 | 4 | -7 | 5 | -1 | 2 | 13 | 1 | -9
CC1(C)CSC(=NCCc2ccccc2)N1 | 0 | 1 | -1 | 5 | -8 | -2 | -4 | 0 | 13
COc1ccc(CCNC(=O)N2c3ccccc3Sc3ccccc32)cc1 | 2 | 6 | 5 | 2 | 1 | 12 | 5 | 9 | 4
COc1ccc(CN(Cc2cccn2C)S(=O)(=O)c2ccc(C)cc2)cc1 | 3 | -3 | 3 | -2 | 0 | -4 | -2 | 9 | 5
CC1=C(C(=O)OCCOc2ccccc2)C(c2ccc(C)o2)C2=C(CC(C)(C)CC2=O)N1 (configuration not stated) | 1 | -6 | 2 | -6 | 4 | 5 | 10 | 4 | -1
Cc1nn(C)c(C)c1C(C)NC(=O)c1cc(COc2cncc(Cl)c2)on1 (configuration not stated) | 2 | 0 | 1 | 5 | -3 | -1 | 3 | 9 | 4
COc1ccc(CN(C(=O)c2ccc(-c3ccccc3)[nH]2)C(C(=O)NC(C)(C)C)c2ccncc2)cc1 (configuration not stated) | 4 | 1 | -4 | 12 | -4 | 1 | 4 | 7 | -1
COc1cc(NC(=S)Nc2ncccc2C)cc(OC)c1OC | 0 | -6 | -3 | -1 | -4 | -1 | -5 | -1 | -1
CC(O)C(NC=C1C(=O)OC(C)(C)OC1=O)C(=O)O (configuration not stated) | 0 | -3 | -5 | 9 | -2 | -6 | 4 | -6 | 0
COc1ccccc1N1C(=O)C2ON(c3ccccc3)C(c3ccc(N(C)C)cc3)C2C1=O (configuration not stated) | 1 | -1 | . | 6 | -1 | 2 | 4 | . | .
COCC(=O)OCC(=O)N1N=C(c2ccc(Cl)cc2)CC1c1ccco1 (configuration not stated) | 8 | 0 | 1 | -1 | -4 | -4 | -3 | -5 | -7
COc1ccc(Nc2nc(C(=O)NCCCN3CCOCC3)cs2)cc1 | 2 | -1 | -3 | 5 | -5 | 0 | -4 | 2 | -5
COc1ccc(CC(=O)NC2CCN(CC(=O)Nc3ccc4c(c3)OCCO4)CC2)cc1OC | 6 | 0 | 5 | 9 | 5 | 0 | 4 | 4 | 2
CCOc1ccc(C(=O)N/N=C(/C)C2C(=O)c3ccccc3C2=O)cc1 | 4 | 0 | -3 | 14 | -10 | -3 | -2 | 10 | 0
Nc1cc(=O)[nH]c(SCC(=O)Nc2ccc(F)c(Cl)c2)n1 | -4 | -5 | 8 | -8 | -2 | -6 | -2 | 9 | -8
COc1ccc(CNC(=O)CCCn2c(=S)[nH]c3cc4c(cc3c2=O)OCO4)cc1 | 1 | -6 | -6 | 0 | -3 | -5 | -5 | 1 | -8
CCOC(=O)N1CCN(Cc2nc3c(c(=O)[nH]c(=O)n3C)n2Cc2ccccc2C)CC1 | 5 | 2 | -1 | 2 | -2 | 8 | 0 | 1 | 8
Cc1c(C(=O)Nc2ccc(S(N)(=O)=O)cc2)oc2ccc(Cl)cc12 | -2 | -5 | -2 | 5 | -2 | -1 | -7 | 3 | -1
O=C(CCCCCN1C(=O)c2cccc3cccc(c23)C1=O)N1CCOCC1 | 4 | -2 | 5 | 4 | -1 | 1 | 0 | 4 | 5
O=c1c2ccccc2oc2ccc(NCCCn3ccnc3)cc12 | 11 | 6 | 2 | -12 | 3 | -1 | 5 | 4 | 1
COc1ccc(CCN2C(=O)N(c3ccc(OC)cc3)C(=O)C2CC(=O)Nc2ccc(OC)cc2)cc1 (configuration not stated) | 8 | -3 | 1 | 0 | -1 | 1 | 2 | -3 | 1
O=C(COC(=O)c1ccccc1NCCO)NCCc1ccccc1 | 2 | 0 | -5 | 0 | 0 | 6 | 5 | 1 | 5
CCN(CC(=O)NCC1CCCO1)S(=O)(=O)c1ccc(Cl)cc1 (configuration not stated) | 6 | -1 | -4 | -6 | 3 | 2 | -3 | -3 | 2
CSCCC(NC(=O)c1ccc(Cl)c([N+](=O)[O-])c1)C(=O)N1CCN(C/C=C/c2ccccc2)CC1 (configuration not stated) | -2 | 1 | 2 | 15 | -2 | 3 | 34* | 1 | -5
O=C(Nc1ccc(N2CCOCC2)cc1N1CCOCC1)c1ccco1 | 3 | 3 | -4 | 1 | -2 | 0 | 2 | -5 | -10
CCn1c(NC(=O)C2CCCCC2)nc2ccccc21 | 1 | 3 | 2 | -9 | -6 | -4 | 5 | 5 | 5
Cc1cccc(NC(=O)CO/N=C/c2ccc3c(c2)OCO3)c1 | 0 | -2 | 3 | 4 | -4 | -4 | 4 | 7 | -5
COc1ccc(S(=O)(=O)N(C)C)cc1NCC(=O)Nc1ccc(F)cc1F | 5 | -1 | -6 | 4 | 0 | 6 | -1 | -5 | -8
O=C(Oc1ccc[nH]c1=O)c1cc([N+](=O)[O-])cc([N+](=O)[O-])c1 | -3 | 1 | 5 | 27 | -3 | -4 | 2 | 12 | -5
COc1ccccc1C1(CC(=O)O)CCOC(C(C)C)C1 (configuration not stated) | 7 | 1 | 3 | 3 | -6 | 0 | 2 | 8 | 2
COc1cc(C(=O)NCC(=O)N/N=C/c2cccs2)cc(OC)c1OC | 4 | 0 | 1 | 2 | 0 | 1 | 0 | 2 | -6
CCCCn1nc2cc(C(=O)NCc3cc(C(F)(F)F)cc(C(F)(F)F)c3)ccc2c1OCC | 11 | -4 | 8 | 6 | 0 | -4 | -4 | 11 | 9
Cc1c(NC(=O)C(C)OC(=O)CCC2CCCC2)c(=O)n(-c2ccccc2)n1C (configuration not stated) | 2 | 2 | 6 | 11 | -2 | -6 | -2 | 9 | -1
O=C(O)CCC(=O)N1CCC[C@H]1C(=O)O | 4 | 3 | -1 | 2 | -7 | 4 | 3 | 4 | -2
O=C(OCn1nnc2ccccc2c1=O)c1ccc(Br)o1 | 4 | 1 | -1 | 1 | 3 | 1 | 3 | -6 | 9
Cn1c(=O)c2c(nc(N3CCc4ccccc4C3)n2Cc2ccc(Br)cc2)n(C)c1=O | 1 | 4 | 4 | 4 | -2 | -4 | 5 | -1 | 0
COc1ccc(OCCSc2nc(N)cc(N)n2)cc1 | 1 | 2 | 4 | -5 | 2 | -3 | 5 | 3 | -5
CCCCn1c(N)c(N(CCOC)C(=O)c2ccc(F)c(S(=O)(=O)N3CCOCC3)c2)c(=O)[nH]c1=O | 3 | 0 | 3 | 3 | 0 | 2 | 4 | 5 | 3
C=CCn1c(=S)[nH]c2ccc(Br)cc2c1=O | -1 | 0 | 1 | -4 | 5 | -5 | 1 | 5 | 0
CCN1CCN(S(=O)(=O)c2cc(OCC(=O)NC3CCCCC3)c(C)cc2Cl)CC1 | -1 | -1 | -6 | 4 | 2 | 0 | -1 | 0 | 1
CCC(Oc1ccccc1F)C(=O)NCCN1CCOCC1 (configuration not stated) | 5 | 0 | 5 | 1 | -2 | -1 | 0 | 9 | -1
Cc1cccc(C(=O)NNC(=O)C2CCN(C(=O)OC(C)(C)C)CC2)c1 | 5 | 4 | 4 | 4 | -3 | 0 | 8 | -5 | 2
CC(NC(=O)CCc1ccccc1)c1cc2c(cc1Cl)OCCO2 (configuration not stated) | 4 | -4 | 2 | 10 | 1 | 2 | 0 | -12 | 2
COc1ccc([N+](=O)[O-])cc1NCc1ccco1 | -2 | 0 | 4 | 17 | 3 | 1 | 1 | 6 | -2
CC(C)N1CCN(CCCc2ccccc2)CC1CCO (configuration not stated) | 1 | -1 | 0 | 3 | -1 | 1 | 2 | 5 | -2
CC(=O)c1cccc(NC(=O)C(CC(C)C)NC(=O)C2CCCCC2)c1 (configuration not stated) | 2 | 3 | 3 | 1 | 2 | 2 | 10 | 6 | -5
O=C(O)c1cc(Cl)c(Cl)cc1C(=O)NCc1ccco1 | 3 | 2 | 6 | 1 | 1 | -1 | -3 | 14 | -6
OCCC1CN(CC#Cc2ccccc2)CCN1Cc1ccccc1F (configuration not stated) | 5 | 5 | -4 | 4 | 2 | 10 | 7 | 10 | -2
O=C(C[n+]1ccccc1)Nc1ccccc1[N+](=O)[O-] | 1 | -5 | 1 | 7 | -1 | -2 | -2 | 5 | 0
CC(=O)c1cc(C#N)c(Oc2cc(C)cc(C)c2)nc1C | 2 | -3 | 1 | 7 | -2 | 0 | -4 | 0 | 5
O=C(Cc1ccccc1Cl)Nc1nc2ccccc2[nH]1 | 3 | -2 | 6 | 3 | 1 | 6 | 2 | 8 | 8
CC(OC(=O)Cc1ccccc1[N+](=O)[O-])C(=O)NC(=O)NC1CCCCC1 (configuration not stated) | -2 | 0 | 5 | 7 | -2 | -7 | -1 | 5 | -3

(listing goes on)
SMILES | pPAFAH inh | LYPLA1 inh | PAFAH1B2 inh | GSTO1 inh | PAD4 FP inh | PME-1 primary | LYPLA2 inh | PAFAH1B3 FP inh | PAFAH2 FP inh
CC(C)c1cc[n+](-c2nc([O-])sc2C=O)cc1 | 0 | -1 | 2 | -14 | -14 | -6 | -1 | 5 | 15
CC(C)(C)c1csc(NC(=O)CSc2nc3ccccc3c(=O)[nH]2)n1 | -5 | -5 | 0 | -12 | 2 | -1 | -4 | 0 | 17
Cc1ccc(O)c([C@H](CCN(C(C)C)C(C)C)c2ccccc2)c1 | -1&-2 | 0&-1 | -1&2 | 3&1 | -2&4 | -4&5 | -1&2 | -2&9 | -11&-1
Cc1ccc(S(=O)(=O)N2CCc3c2cc([N+](=O)[O-])cc3[N+](=O)[O-])cc1 | 5 | 2 | -1 | 3 | -3 | 6 | 11 | 9 | 14
